# HCV core dimer = blocks dimerization of HCV core protein; inhibition, % at 5 µM; 300,000 compounds, 0.33% hits; TR-FRET GST/Flag-core106 dimerization, 1536-well;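 active means inhibition above the mean of all tested compounds plus 3 SD, set per screening campaign, cut at about 45% in these data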
#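 System: GST-tagged and Flag-tagged HCV core protein residues 1-106 / Input: core106 proteins, GST 13.5 nM and Flag 17 nM / Buffer or medium: KF-containing HEPES buffer, pH 7.45, DTT, CHAPS, BSA / Probe or stimulus: Eu-anti-GST and XL665-anti-Flag labelled anti-tag antibodies / Schedule: 4 h, 22.5 °C incubation / Technique: TR-FRET 671 and 617 nm emission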
# GASC-1 inh = blocks human GASC-1 demethylase activity | inhibition, % at 2.35 µM | 330,000 compounds, 0.069% hits | AID 2099 | GST-JMJD2C(1-420) H3K9me3 demethylation, DELFIA europium;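 active means more than half of a compound's replicate wells show inhibition beyond 50%, single wells judged on their own value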;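 further: signal counts dimethyl H3K9 product captured on neutravidin plate; 0% = median of DMSO wells and 100% = 0.3 times that DMSO median; strong numbers were not always called active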
# Target sequence (Q9H3R0 1-420 limits assumed): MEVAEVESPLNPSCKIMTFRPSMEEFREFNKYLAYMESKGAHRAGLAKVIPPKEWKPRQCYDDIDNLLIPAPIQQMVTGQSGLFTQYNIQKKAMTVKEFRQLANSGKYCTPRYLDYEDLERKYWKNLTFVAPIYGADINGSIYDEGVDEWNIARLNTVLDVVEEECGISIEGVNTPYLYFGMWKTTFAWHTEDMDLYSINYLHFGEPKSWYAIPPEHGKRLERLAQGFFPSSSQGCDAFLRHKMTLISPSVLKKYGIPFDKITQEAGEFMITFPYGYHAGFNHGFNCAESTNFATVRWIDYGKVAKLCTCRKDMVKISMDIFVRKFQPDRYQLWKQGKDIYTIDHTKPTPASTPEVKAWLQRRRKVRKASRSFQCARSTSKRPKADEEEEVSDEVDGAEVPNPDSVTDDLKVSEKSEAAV
# CTSL1 counter = cathepsin L1 inhibition, PFM18AAP counter-screen; recombinant F. hepatica cathepsin L1, Z-Leu-Arg-MCA fluorescence; inhibition, % at 5.96 µM; 300,000 compounds, 0.49% hits; AID 1906;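 active means inhibition above the mean of all tested compounds plus 3 SD, set per screening campaign, cut at about 17% in these data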;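 further: 0% = plate median of test compound wells and 100% = 1 µM Z-Phe-Ala-diazomethylketone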
# PP1 inh = PP1-alpha (human) inhibition in PP5 counter-screen; P62136; purified PP1alpha, OMFP fluorescence; inhibition, % at 6.7 µM; 320,000 compounds, 0.9% hits; AID 2235;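 active means inhibition above the mean inhibition of all tested compounds plus 3 SD, computed separately for each screening campaign, cut at about 15% in these data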
# Target sequence (P62136 whole entry, looked up): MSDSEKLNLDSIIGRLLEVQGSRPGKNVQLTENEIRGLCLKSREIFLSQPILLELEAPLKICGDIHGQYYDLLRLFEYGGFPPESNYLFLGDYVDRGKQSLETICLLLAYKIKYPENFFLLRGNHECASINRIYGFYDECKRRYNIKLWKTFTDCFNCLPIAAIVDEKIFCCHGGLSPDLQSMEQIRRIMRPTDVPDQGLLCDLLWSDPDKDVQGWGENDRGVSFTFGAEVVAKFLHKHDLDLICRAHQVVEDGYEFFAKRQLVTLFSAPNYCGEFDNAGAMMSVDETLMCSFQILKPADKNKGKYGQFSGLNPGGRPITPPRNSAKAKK
# ZTA counter = ZTA (EBV) inhibition in EBNA-1 counter-screen; P03206; ZTA-DNA binding, fluorescence polarization; 320,000 compounds, 0.15% hits; inhibition, % at 11 µM; in the data active means inhibition above about 33%
# Target sequence (P03206 whole entry, looked up): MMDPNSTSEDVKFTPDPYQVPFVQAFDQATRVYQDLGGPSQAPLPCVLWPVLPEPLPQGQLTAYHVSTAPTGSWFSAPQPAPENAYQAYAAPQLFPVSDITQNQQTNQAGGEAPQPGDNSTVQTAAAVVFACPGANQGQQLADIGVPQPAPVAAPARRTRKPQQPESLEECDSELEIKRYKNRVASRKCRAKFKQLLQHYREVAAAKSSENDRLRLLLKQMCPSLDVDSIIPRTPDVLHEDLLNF
# CR mimetic SO = yeast age-related superoxide inhibition as caloric restriction mimetic; S. cerevisiae aged cells, superoxide DHE fluorescence; stronger effect = lower value; superoxide response (% of plate mean), % at 10 µM; 330,000 compounds, 0.18% hits; AID 2690;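 active means superoxide response under a set limit, about three screen SD below normal, cut at about 65% in these data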;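 further: yeast aged for seven days with compound at 30 °C before DHE staining; 100% = average MFI of all compound-treated wells on the plate with controls excluded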
# TPT1 inh = blocks Candida albicans tRNA 2'-phosphotransferase; AID 1962; inhibition, % at 5 µM; 300,000 compounds, 0.81% hits; recombinant caTPT1, FP RNA substrate dephosphorylation;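 active means inhibition above the mean of all tested compounds plus 3 SD, set per screening campaign, cut at about 24% in these data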;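 further: plate controls were DMSO alone for no effect and ferristatin control at 100 nM for full effect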
# EBNA-1 inh = blocks EBNA-1 binding to DNA | EBNA-1 DNA binding, fluorescence polarization | inhibition, % at 14.8 µM | 300,000 compounds, 0.34% hits; in the data active means inhibition above about 28%
# PP5 inh = blocks human protein phosphatase 5 activity; purified PP5c, OMFP substrate fluorescence; inhibition, % at 6.7 µM; 320,000 compounds, 0.18% hits; P53041;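 active means inhibition above the campaign's mean inhibition across all tested compounds plus 3 SD, cut at about 9.5% in these data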;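 further: 0% = DMSO only and 100% = 100 µM cantharidin control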
# Starred values were filed as active, the others as inactive; / = not tested or not shown; & = joins results of further samples.
SMILES,HCV core dimer,GASC-1 inh,CTSL1 counter,PP1 inh,ZTA counter,CR mimetic SO,TPT1 inh,EBNA-1 inh,PP5 inh
Cc1cccc(C)c1NC(=O)CCc1nnc2ccc(N3CCCC3)nn12,-2,-4,0,-3,14,100,-1,-2,-1.5
COc1ccc(S(=O)(=O)N2CCC(C(=O)NCCC(=O)Nc3nccs3)CC2)cc1,-5,-3,1,3,6,85,-6,-14,2.5
CCCOc1cccc(C(=O)NCCNC(=O)c2ccco2)c1,11,15,0,-2,6,110,-1,-1,1.3
CCOC(=O)c1cccc(NC(=O)CS(=O)(=O)Cc2nc(-c3cccc(OC)c3)oc2C)c1,0,12,-2,-1,-4,109,0,9,3.1
CN(Cc1ccccc1)C(=O)N[C@@H](Cc1ccccc1)C(=O)O,-3,1,-4,-2,-5,104,-8,-2,-2.0
Nc1nc(NCCCN2CCOCC2)nc(Nc2cccc(Cl)c2)c1[N+](=O)[O-],-1,-1,-1,-1,-5,111,3,0,-0.8
CCC1COC(c2cccn2Cc2ccc(Cl)cc2)=N1 (centres undefined),-10,7,-9,-2,4,117,-2,-10,1.4
O=C(Cn1c(-c2ccc(Cl)cc2)noc1=O)N1CCN(c2ccccc2F)CC1,3,47,-2,-2,-6,87,-3,9,1.2
O=C(/C=C1\SC(=O)NC1=O)Nc1ccc(F)cc1,-1,-13,0,0,-4,83,-1,3,0.9
O=C(CCCN1C(=O)/C(=C/c2cccc(Br)c2)SC1=S)Nc1cccnc1,7,8,2,1,0,105,-3,0,1.1
Cc1c(C(=O)NC2CC2)oc2ccccc12,/,5,/,-2,18,115,/,/,-0.9
CSc1cccc(NC(=S)N(CCC(C)C)C2CCN(C(C)C)CC2)c1,-5,-17,6,3,8,74,-7,-1,0.4
O=C(O)C1CCC(N2C(=O)c3c(Cl)c(Cl)c(Cl)c(Cl)c3C2=O)CC1 (centres undefined),1,-2,-1,-2,-7,99,-3,-4,0.7
CCn1cc(C2=NCCO2)c2ccccc21,12,-4,4,1,-11,88,-3,5,-0.2
Nc1ccnn1Cc1cccs1,8,2,1,-5,8,102,-2,7,-1.6
CC(=O)Nc1ccc(NC(=O)C(C)OC(=O)c2ccccc2Sc2ccccc2C#N)cc1 (centres undefined),1,-9,-1,0,10,100,1,9,1.1
CCCCN(C)CCCN1C(=O)C2C(C(=O)Nc3cccc(OC)c3)C3C=CC2(O3)C1C(=O)NC1CCCCC1C (centres undefined),2,-5,2,0,11,103,-5,-13,0.7
NC(=O)c1ccc(NC(=O)COC(=O)/C=C/c2ccc3c(c2)OCO3)cc1,7,13,0,-3,15,89,1,32*,-2.2
C/C=C/c1ccc(OCC(=O)OCC(=O)Nc2c(C)nn(-c3ccccc3)c2C)c(OC)c1,3,6,-11,-5,4,103,-1,6,1.1
CNC(=O)c1cc(S(=O)(=O)Nc2ccc3c(c2)OCO3)ccc1C,14,9,1,-2,-2,112,0,-2,-1.3
C=CCn1c(Cc2c[nH]c3ccccc23)nnc1SCC(=O)NCc1ccccc1,-1,5,-2,-5,3,94,-2,9,0.3
O=C(C1CCN(c2nc(-c3ccccc3)nc3c2CCC3)CC1)N1CCCC1,-15,3,-13,0,-8,105,-5,9,2.4
COC(CNC(=O)C(=O)Nc1ccc2c(c1)N(S(=O)(=O)c1cccs1)CCC2)OC,4,16,1,-5,-9,102,-3,-2,1.2
c1ccc(-c2nnc(SCc3nnc(-c4cccs4)o3)o2)cc1,3,6,-5,-2,0,98,-2,1,-0.9
O=C(NC1CCCC1)c1cc(Cl)ccc1[N+](=O)[O-],-5,0,-3,-2,-12,119,1,4,1.8
c1ccc(C2=Nc3ccccc3OC2)cc1,2,-7,-3,-4,1,96,-2,-2,-0.7
CCOC(=O)CN(C(=O)CSc1nnc(CNc2ccc(C)cc2C)n1CC)c1ccccc1,-2,3,1,-2,-17,79,-2,5,1.9
Cc1cc(Br)cc2c(C(=O)NCC3CCCO3)cc(-c3ccccc3)nc12 (centres undefined),17,0,8,0,-7,95,-1,-1,1.8
Cc1nc2ccc(NC(=O)c3ccc([N+](=O)[O-])cc3[N+](=O)[O-])cc2s1,2,-2,0,-2,-5,106,4,4,1.9
Fc1ccc(-n2cc(CNCCc3ccccn3)c(-c3ccccc3Cl)n2)cc1,0,3,-10,-1,13,98,2,1,2.0
NC(=O)CSc1nnc(NC(=O)C2CC(=O)N(c3ccc(F)cc3)C2)s1 (centres undefined),19,-4,1,2,4,114,0,-4,1.3
COCCNC(=O)CCn1nc(-c2ccc(C)cc2)ccc1=O,3,-2,0,0,-8,100,-4,-4,-0.3
O=C(O)CCn1cc(/C=C/C(=O)c2ccc(Cl)cc2)c(-c2cccc(Br)c2)n1,12,-2,7,15,16,96,1,-10,1.8
COc1cc2ncnc(NCc3cccs3)c2cc1OC,-1,-6,7,-2,3,94,2,-8,1.1
CCC(CC)NC(=O)c1ccc(NS(=O)(=O)c2ccc3[nH]c(=O)[nH]c3c2)cc1,-9,3,1,-1,-5,103,3,-12,3.1
CCCCOCCCNC(=O)c1ccc(OC)cc1,-9,11,0,-3,-3,91,3,8,-0.5
COc1cc(OC)cc(C(=O)Nc2ccc3c(c2)n(C)c(=O)n3C)c1,8,0,10,-1,0,95,-1,3,-0.7
COc1ccc(S(=O)(=O)N2N=C(C)Oc3ccccc3C2=O)cc1,3,-3,3,1,-7,105,-3,-10,2.1
CCCCn1c(N)c(N(CCOC)C(=O)c2cccc(S(=O)(=O)N(C)c3ccc(C)cc3)c2)c(=O)[nH]c1=O,0,0,0,-3,1,95,-3,-4,-0.5
CCN(CC)C(=O)C1CCCN(c2ccccc2[N+](=O)[O-])C1 (centres undefined),2,-19,6,1,4,101,0,6,-1.6

# Reformatted as tab-separated lines: 14 of the compounds above.
canonical_smiles	HCV core dimer	GASC-1 inh	CTSL1 counter	PP1 inh	ZTA counter	CR mimetic SO	TPT1 inh	EBNA-1 inh	PP5 inh
Cc1cccc(C)c1NC(=O)CCc1nnc2ccc(N3CCCC3)nn12	-2	-4	0	-3	14	100	-1	-2	-1.5
COc1ccc(S(=O)(=O)N2CCC(C(=O)NCCC(=O)Nc3nccs3)CC2)cc1	-5	-3	1	3	6	85	-6	-14	2.5
CCCOc1cccc(C(=O)NCCNC(=O)c2ccco2)c1	11	15	0	-2	6	110	-1	-1	1.3
CCOC(=O)c1cccc(NC(=O)CS(=O)(=O)Cc2nc(-c3cccc(OC)c3)oc2C)c1	0	12	-2	-1	-4	109	0	9	3.1
CN(Cc1ccccc1)C(=O)N[C@@H](Cc1ccccc1)C(=O)O	-3	1	-4	-2	-5	104	-8	-2	-2.0
Nc1nc(NCCCN2CCOCC2)nc(Nc2cccc(Cl)c2)c1[N+](=O)[O-]	-1	-1	-1	-1	-5	111	3	0	-0.8
CCC1COC(c2cccn2Cc2ccc(Cl)cc2)=N1 (centres undefined)	-10	7	-9	-2	4	117	-2	-10	1.4
O=C(Cn1c(-c2ccc(Cl)cc2)noc1=O)N1CCN(c2ccccc2F)CC1	3	47	-2	-2	-6	87	-3	9	1.2
O=C(/C=C1\SC(=O)NC1=O)Nc1ccc(F)cc1	-1	-13	0	0	-4	83	-1	3	0.9
O=C(CCCN1C(=O)/C(=C/c2cccc(Br)c2)SC1=S)Nc1cccnc1	7	8	2	1	0	105	-3	0	1.1
Cc1c(C(=O)NC2CC2)oc2ccccc12	/	5	/	-2	18	115	/	/	-0.9
CSc1cccc(NC(=S)N(CCC(C)C)C2CCN(C(C)C)CC2)c1	-5	-17	6	3	8	74	-7	-1	0.4
O=C(O)C1CCC(N2C(=O)c3c(Cl)c(Cl)c(Cl)c(Cl)c3C2=O)CC1 (centres undefined)	1	-2	-1	-2	-7	99	-3	-4	0.7
CCn1cc(C2=NCCO2)c2ccccc21	12	-4	4	1	-11	88	-3	5	-0.2

# Continuation.
SMILES,HCV core dimer,GASC-1 inh,CTSL1 counter,PP1 inh,ZTA counter,CR mimetic SO,TPT1 inh,EBNA-1 inh,PP5 inh
O=C(Cn1cc(F)c(=O)[nH]c1=O)NCCO,-4,5,1,-3,11,71,-2,8,-3.4
CC(NC(=O)Cn1cnnn1)c1cccc(C(F)(F)F)c1 (centres undefined),-18,21,-6,1,-5,94,3,-10,2.1
O=C(NCC1CCCO1)C1CCN(S(=O)(=O)N2CCCC2)CC1 (centres undefined),2,13,-3,0,-4,98,0,-1,-0.7
CC(=O)Nc1ccc(S(=O)(=O)NCCC(=O)OCc2nc(N)nc(Nc3ccccc3C)n2)cc1,-5,-5,-2,-4,-6,86,2,-6,-2.9
O=C(CCc1nc2ccccc2c(=O)[nH]1)N1CCN(S(=O)(=O)c2cccc([N+](=O)[O-])c2)CC1,2,2,1,-5,5,95,-2,-1,-1.6
COc1ccc2c(c1)c(C(=O)O)c(C)n2CCc1ccc(OC)c(OC)c1,-2,2,1,-5,-6,93,-2,-5,1.4
O=S(=O)(NCCSCc1ccc(Cl)cc1Cl)c1ccc2c(c1)OCCO2,1,29,0,-4,9,120,3,-2,4.9
Cn1c(=O)c2c(ncn2Cc2ccccc2)n(C)c1=O,3,0,3,-7,13,99,-2,7,2.8
COc1ccccc1C(=O)OCc1c(F)cccc1Cl,-3,-1,5,-4,3,81,-1,4,-1.5
O=c1c(Cl)c(N2CCN(c3ccc(F)cc3)CC2)cnn1C12CC3CC(CC(C3)C1)C2,8,-4,4,4,0,102,2,-13,1.6
CCOc1cc(NC(=S)NCCCN2CCOCC2)c(OCC)cc1NC(=O)c1ccccc1C,5,-20,-1,-3,2,125,1,1,-5.2
CC(=O)c1cc2c(cc1NC(=O)CSc1nc3ccccc3o1)OCO2,-3,6,3,-1,0,95,1,10,6.7
Cc1nn(C)cc1S(=O)(=O)Nc1ncccn1,-6,0,-5,0,14,98,2,11,-0.5
CCOc1cccc(NC(=O)c2ccc(S(=O)(=O)N3CCCC3)cc2)c1,24,-3&-12,4,-1,7,93,-1,7,3.1
O=C(COC(=O)c1ccc(Cl)c(S(=O)(=O)N2CCOCC2)c1)NCc1ccco1,2,12,-23,-8,0,90,1,-10,0.0
Cc1ccc(NC(=O)CSc2nnc(/N=C/N(C)C)s2)cc1,-2,19,-3,-2,12,96,-1,0,2.1
O=C(CSc1nc2ccsc2c(=O)n1NC(=O)c1ccccc1)Nc1nccs1,-1,13,3,-2,0,76,-3,6,-1.7
Cc1c(-n2c(SC(C)C(=O)NC(N)=O)nc3ccccc3c2=O)c(=O)n(-c2ccccc2)n1C (centres undefined),-3,-1,-1,-10,5,99,-1,3,-0.5
CSCCC1NC(=O)N(CC(=O)Nc2c(C(C)C)cccc2C(C)C)C1=O (centres undefined),-2,3,-4,-6,7,99,5,5,-2.3
O=C(Cc1cccs1)Nc1nc2ccccc2s1,4,4,-2,-3,-8,104,-7,-5,2.2
